Screening results: PubChem, several laboratories
HCV core dimer: blocks dimerization of HCV core protein. AID 1899. 0.33% of 300,000 active. inhibition, % at 5 µM. TR-FRET GST/Flag-core106 dimerization, 1536-well;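 active = inhibition above the mean of all tested compounds plus 3 SD, set per screening campaign, cut at about 45% in these data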
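System – GST-tagged and Flag-tagged HCV core protein residues 1-106 · Repeats – one well for each compound · Technique – TR-FRET 671 and 617 nm emission · Doses – one concentration, 5 µM, in 0.5% DMSO · Times – 4 h, 22.5 °C incubation · Also added – Eu donor and XL665 acceptor anti-tag antibodies · Measure – percent inhibition of core106 dimerization signal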
PP1 inh: counter-screen for PP5 inhibitors: inhibitors of human PP1-alpha; P62136; purified PP1alpha, OMFP fluorescence; inhibition, % at 6.7 µM; 0.9% of 320,000 active; AID 2235;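 active = inhibition above the mean inhibition of all tested compounds plus 3 SD, computed separately for each screening campaign, cut at about 15% in these data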
JMJD2C inh: inhibitors of human GASC-1 (JMJD2C) demethylase; Q9H3R0; GST-JMJD2C(1-420) H3K9me3 demethylation, DELFIA europium; inhibition, % at 2.35 µM; 0.069% of 330,000 active; AID 2099;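 active = more than half of a compound's replicate wells show inhibition beyond 50%, single wells judged on their own value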;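 also: signal counts dimethyl H3K9 product captured on neutravidin plate; 0% = median of DMSO wells and 100% = 0.3 times that DMSO median; strong numbers were not always called active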
GRK2 inh: blocks RNA aptamer binding to human GRK2 | P25098 | bead flow cytometry, FAM-aptamer displacement from GRK2 | inhibition of aptamer binding, % at 10 µM | 0.59% of 330,000 active;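 active = inhibition of aptamer binding above 40%, roughly 3 SD of noise, on plates passing a quality check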;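 also: median bead fluorescence of bound FAM aptamer so fluorescent compounds give negative values; no value below 0 was filed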
procasp7 counter: counter-screen: procaspase-7 (human) activation; activation, % at 8.5 µM; recombinant procaspase-7, Ac-DEVD-pNA absorbance 405 nm; D23A/D198A/D206A triple mutant, cannot self-cleave; scale: DMSO 0, 5 µM enzyme 100; 0.093% of 330,000 active; AID 463210; P55210;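 active = percent activation above the screen-wide mean plus 3 SD, cut at about 25% in these data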
Target sequence (P55210 whole entry D23A/D198A/D206A): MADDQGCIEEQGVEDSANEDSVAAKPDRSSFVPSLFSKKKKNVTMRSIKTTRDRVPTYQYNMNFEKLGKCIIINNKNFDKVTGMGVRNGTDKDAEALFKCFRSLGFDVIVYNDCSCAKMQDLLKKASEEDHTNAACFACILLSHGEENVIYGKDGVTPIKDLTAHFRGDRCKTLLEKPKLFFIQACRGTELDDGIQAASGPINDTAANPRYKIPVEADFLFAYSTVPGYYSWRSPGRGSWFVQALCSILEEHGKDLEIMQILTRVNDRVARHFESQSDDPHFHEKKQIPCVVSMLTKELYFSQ
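Assay system: Uncleavable procaspase-7 mutant enzyme / Input: 2 µM procaspase-7 mutant as dispensed / Dosing: single nominal 8.5 µM compound dose, 0.8% DMSO final / Timing: 1 h enzyme–compound preincubation and 2 h substrate reaction, both 25 °C / Detection: p-Nitroaniline absorbance at 405 nm, read at 0 and 120 min / Replication: singlicate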
PP5 primary: inhibitors of human protein phosphatase 5 (PP5). purified PP5c, OMFP substrate fluorescence. inhibition, % at 6.7 µM. 0.18% of 320,000 active;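 active = inhibition above the campaign's mean inhibition across all tested compounds plus 3 SD, cut at about 9.5% in these data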;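 also: 0% = DMSO only and 100% = 100 µM cantharidin control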
VLA-4 inh: inhibition in a human VLA-4 binding assay. 0.2% of 330,000 active. P13612. VLA-4 expressing cells, ligand binding flow cytometry. inhibition, % (about 7 µM as worked out from the volumes in the protocol); in the data active = inhibition above about 50%
proCasp3 act: procaspase-3 (human) activation | P42574 | recombinant procaspase-3 D3A, Ac-DEVD-pNA absorbance 405 nm | activation, % at 8.5 µM | 0.11% of 330,000 active | AID 463141;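 active = activation above the mean of all tested compounds plus 3 SD, cut at about 21% in these data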;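 also: 0% = DMSO alone and 100% = DMSO wells spiked with extra 5 µM PC-3 D3A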
Target sequence (P42574 whole entry D9A/D28A/D175A): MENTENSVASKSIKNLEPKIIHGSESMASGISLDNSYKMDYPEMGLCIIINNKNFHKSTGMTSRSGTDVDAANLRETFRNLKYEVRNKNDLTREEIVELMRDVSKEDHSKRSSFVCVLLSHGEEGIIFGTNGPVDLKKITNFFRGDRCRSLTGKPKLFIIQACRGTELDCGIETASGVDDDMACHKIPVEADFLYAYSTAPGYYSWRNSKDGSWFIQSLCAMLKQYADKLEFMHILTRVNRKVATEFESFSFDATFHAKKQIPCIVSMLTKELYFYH
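Compound: 8.5 µM single point, 0.8% DMSO / Material: Autoprocessing-dead procaspase-3 D3A mutant enzyme / Timing: 1 h preincubation plus 2 h reaction at 25 °C / Medium: Zinc-free HEPES/NaCl buffer with 0.01% Triton X-100 at pH 7.4 / Technique: 405 nm absorbance of p-nitroaniline, reads at 0 and 120 min / Repeats: one well per compound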
CTSL1 counter: counter-screen for PFM18AAP inhibitors: inhibitors of F. hepatica cathepsin L1 | recombinant F. hepatica cathepsin L1, Z-Leu-Arg-MCA fluorescence | inhibition, % at 5.96 µM | 0.49% of 300,000 active;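 active = inhibition above the mean of all tested compounds plus 3 SD, set per screening campaign, cut at about 17% in these data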;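 also: 0% = plate median of test compound wells and 100% = 1 µM Z-Phe-Ala-diazomethylketone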
* hit, by the source's call; i = inactive.

(1) CCN(Cc1ccccc1)C(=O)C(C)OC(=O)c1cc(S(=O)(=O)Nc2c(C)n(C)n(-c3ccccc3)c2=O)ccc1C (stereo not given)
(2) CCOC(=O)c1cn[nH]c1NC(=S)Nc1ccc(Cl)cc1
(3) Cc1c(N2C(=O)CSC2c2ccc([N+](=O)[O-])cc2)c(=O)n(-c2ccccc2)n1C (stereo not given)
(4) Cc1ccc(C(=O)OCc2ccc3c(c2)OCO3)cc1S(=O)(=O)N1CCCCC1
(5) C/C(CC(=O)NCc1ccco1)=N\NC(=O)Cc1ccc(Cl)cc1

Assay by compound	1	2	3	4	5
proCasp3 act	-0.2	-12.7	-3.4	-2.1	-11.2
GRK2 inh	0.0	2.0	0.0	2.0	0.0
procasp7 counter	5.8	-14.2	4.6	18.4	-3.0
VLA-4 inh	21.9	-1.6	-4.3	0.4	2.8
PP5 primary	-1.6	3.6	-0.2	1.2	1.0
PP1 inh	-3.7	-8.6	-1.4	1.6	-2.6
HCV core dimer	2.7	2.5	-8.9	-1.2	-5.0
CTSL1 counter	0.6	-0.5	-1.6	-2.5	-0.3
JMJD2C inh	7.4	-32.4	6.4	-4.0	7.0

(6) CCS(=O)(=O)c1nc(S(=O)(=O)c2ccc(Cl)cc2)c(N2CCN(CCO)CC2)s1
(7) COc1ccccc1/C=C1\SC(=S)N(N2C(=O)CCCC2=O)C1=O
(8) Cc1ccc(CC2CC(=O)N(c3cc(C)ccc3C)C2=O)cc1 (stereo not given)
(9) O=C(CCc1ccccc1)N1CCN(c2ccc([N+](=O)[O-])cc2)CC1
(10) COc1ccccc1C1CCN(C(=S)Nc2ccc(Br)cc2)CC1

Assay by compound	6	7	8	9	10
proCasp3 act	-0.1	-16.1	-2.1	-3.6	-7.5
GRK2 inh	0.0	0.0	5.0	8.0	2.0
procasp7 counter	1.5	-19.6	0.0	-22.8	-17.1
VLA-4 inh	6.8	2.9	-0.4	4.4	-0.5
PP5 primary	3.2	0.3	-3.2	1.4	1.3
PP1 inh	-2.6	3.5	-9.1	-7.5	0.7
HCV core dimer	-0.8	9.0	-2.5	1.9	2.4
CTSL1 counter	2.5	8.3	-1.9	1.7	4.3
JMJD2C inh	-4.8	9.4	1.1	-0.7	-7.7

(11) O=C(NCC1CCCO1)c1cc2n(n1)C(C(F)(F)F)CC(c1ccc(F)cc1)N2 (stereo not given)
(12) Cc1ccc(N2CCN(CC(O)COc3cccc4ccccc34)CC2)cc1 (stereo not given)
(13) CCC(=O)Nc1nnc(SCCOC)s1
(14) CCOC(=O)C1CCCN(S(=O)(=O)c2cc3c4c(c2)CCN4C(=O)CC3)C1 (stereo not given)
(15) COC(=O)C1=C(C)N(CCC2=CCCCC2)C(=O)C1

Assay by compound	11	12	13	14	15
proCasp3 act	-6.5	12.2	5.8	5.2	-11.0
GRK2 inh	2.0	0.0	4.0	1.0	0.0
procasp7 counter	-39.3	-1.8	-1.4	-5.0	-13.9
VLA-4 inh	3.0	8.2	1.3	6.7	-22.0
PP5 primary	-1.4	4.1	1.5	2.3	-3.0
PP1 inh	-0.2	3.4	-1.2	-2.1	2.2
HCV core dimer	3.1	6.3	-6.4	-3.0	1.9
CTSL1 counter	7.3	5.5	-8.3	-2.5	7.0
JMJD2C inh	-14.4	5.6	-7.7	10.5	8.2

(16) Cc1cc(C)n(CC(C)Nc2nc3nonc3nc2N2CCCCC2)n1 (stereo not given)
(17) O=C(CSc1nnc(-c2ccco2)n1Cc1ccccc1)NC(=O)NCc1ccccc1
(18) CN(C)S(=O)(=O)c1ccc(C(=O)NCc2nnc(SCC(=O)c3ccccc3)o2)cc1
(19) Clc1ccc(OCc2nn3c(-c4ccccc4)nnc3s2)c(Cl)c1
(20) COc1ccc(/C=N/NS(C)(=O)=O)c(OC)c1

Assay by compound	16	17	18	19	20
proCasp3 act	2.5	-4.0	7.3	-1.2	-2.3
GRK2 inh	1.0	4.0	0.0	0.0	0.0
procasp7 counter	-1.5	3.7	4.5	9.6	-1.3
VLA-4 inh	19.8	9.5	-12.6	10.6	32.6
PP5 primary	2.0	3.4	6.1	3.3	-1.0
PP1 inh	-1.8	4.6	-0.3	5.6	-1.6
HCV core dimer	-2.3	27.4	5.0	-2.5	3.1
CTSL1 counter	-0.8	3.0	-0.4	0.2	0.9
JMJD2C inh	-0.6	-2.4	2.7	1.9	3.8

(21) Cc1cc(S(=O)(=O)N2CCCC2)ccc1OCC(=O)NC1CCCC1
(22) O=C(c1ccco1)N1CCN=C1SCc1ccccc1F
(23) COc1cc(C(=S)N2CCOCC2)cc(OC)c1OC(=O)c1ccc([N+](=O)[O-])cc1[N+](=O)[O-]
(24) COCCNC(=O)CN(C)S(=O)(=O)c1ccc2c(c1)OCCO2
(25) COc1ccc(Cn2c(=O)[nH]c3cc(C(=O)Nc4ccccc4C)ccc32)cc1
(26) Cc1cc(C)c2oc(C(=O)N3CCN(C)CC3)cc(=O)c2c1
(27) Cc1c(/C(O)=C2/C(=O)C(=O)N(CCN3CCOCC3)C2c2ccccn2)cnn1-c1ccccc1 (stereo not given)
(28) O=C1c2ccccc2S(=O)(=O)N1Cc1c(F)cccc1Cl

Assay by compound	21	22	23	24	25	26	27	28
proCasp3 act	-3.5	8.4	-10.3	-3.3	8.2	1.0	-4.8	8.6
GRK2 inh	1.0	4.0	0.0	0.0	0.0	0.0	2.0	3.0
procasp7 counter	0.5	2.7	-16.9	16.8	3.8	7.9	-1.9	-2.0
VLA-4 inh	1.2	-6.8	i	-12.8	-10.6	5.8	5.6	0.3
PP5 primary	-1.5	0.8	-5.3	-1.3	0.0	1.8	1.5	3.6
PP1 inh	1.2	-1.6	-3.5	-1.9	0.5	-4.3	0.6	-2.3
HCV core dimer	4.4	3.0	-3.8	-6.6	12.9	8.4	6.6	2.2
CTSL1 counter	2.4	-2.8	8.6	-2.7	-0.6	-2.8	2.7	0.7
JMJD2C inh	-0.8	-8.5	1.0	4.8	197.5	-19.2	-1.1	-0.3
